Source: PubChem BioAssay (several laboratories)
rCAG RNA binder = r(CAG) repeat RNA binding. TO-PRO-1 dye displacement fluorescence. inhibition, % at 3 µM. 1.3% of 370,000 active. AID 651821;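 active = inhibition above the plate cutoff, the mean of all test compounds on that plate plus 3 SD, cut at about 35% in these data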;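 note: 0% = DMSO alone and 100% = 100 µM mitoxantrone as full dye displacement; higher means more dye released from RNA so lower well fluorescence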
mABHD4 FP = inhibitors of mouse ABHD4; Q8VD66; inhibition, % at 8.92 µM; purified mABHD4, FP-Rh probe fluorescence polarization; 0.54% of 370,000 active;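 active = inhibition exceeding the mean over every tested compound plus 3 SD, cut at about 30% in these data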;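 note: 0% = plate median of compound wells and 100% = S159A mutant with DMSO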
Target sequence (Q8VD66 whole entry, looked up): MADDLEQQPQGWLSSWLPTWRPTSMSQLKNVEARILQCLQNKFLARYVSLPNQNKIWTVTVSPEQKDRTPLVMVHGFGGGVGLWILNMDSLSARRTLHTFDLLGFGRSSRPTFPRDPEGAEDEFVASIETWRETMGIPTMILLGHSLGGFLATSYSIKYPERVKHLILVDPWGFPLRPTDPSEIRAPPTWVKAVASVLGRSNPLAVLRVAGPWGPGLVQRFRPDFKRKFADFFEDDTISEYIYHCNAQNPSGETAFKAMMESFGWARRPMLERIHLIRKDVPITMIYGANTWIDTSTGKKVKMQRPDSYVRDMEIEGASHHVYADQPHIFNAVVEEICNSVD
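Doses – 8.92 µM, single dose · Material – wild-type mouse ABHD4 protein · Replication – single well per compound (singlicate) · Measure – percent inhibition of probe binding, normalized to plate controls · Schedule – 45 min compound pre-incubation plus 60 min probe step, 25 °C · Detection – fluorescence polarization with parallel and perpendicular emission, 525/598 nm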
HTRA1 inh = blocks human HTRA1 serine peptidase | 0.5% of 340,000 active | recombinant HTRA1, FP-rhodamine activity-based probe, fluorescence polarization | AID 504803 | Q92743 | inhibition, % at 5.96 µM; in the data active = inhibition above about 36%;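 note: 0% = enzyme with DMSO and 100% = wells lacking enzyme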
Target sequence (Q92743 whole entry, looked up): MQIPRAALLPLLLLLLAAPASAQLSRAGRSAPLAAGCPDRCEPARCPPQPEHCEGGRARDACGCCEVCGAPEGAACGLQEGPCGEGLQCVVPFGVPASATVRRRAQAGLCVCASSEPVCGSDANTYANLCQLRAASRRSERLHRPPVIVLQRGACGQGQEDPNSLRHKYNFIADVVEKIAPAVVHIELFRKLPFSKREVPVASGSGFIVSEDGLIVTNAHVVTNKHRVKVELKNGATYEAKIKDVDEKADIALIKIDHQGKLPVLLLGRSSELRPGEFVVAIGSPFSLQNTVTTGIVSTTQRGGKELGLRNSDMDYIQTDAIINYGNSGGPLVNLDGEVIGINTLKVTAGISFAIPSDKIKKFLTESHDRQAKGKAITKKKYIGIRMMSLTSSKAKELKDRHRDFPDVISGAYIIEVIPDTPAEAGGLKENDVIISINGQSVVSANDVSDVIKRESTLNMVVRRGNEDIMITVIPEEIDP
SMARCA2 act = SMARCA2 function activation, primary screen; MG213 cells, MMTV-luciferase reporter, dexamethasone, overnight; activation, % at 9.1 µM; 1% of 370,000 active; AID 652017; in the data active = activation above about 7.8%;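 note: 0% = vehicle wells and 100% = reference activator wells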
ARFGAP1 inhibitor = inhibits rat ARF GTPase activating protein 1; Arfgap1-stimulated ARF1 GTP hydrolysis, GDP FP detection; Q62848; inhibition, % at 16.5 µM; 0.26% of 360,000 active;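 active = inhibition above a per-plate limit, mean inhibition of low control wells plus 3 SD, cut at about 25% in these data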;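 note: 0% = DMSO wells with enzyme and 100% = wells lacking Arfgap1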
Target sequence (Q62848 1-136 limits assumed): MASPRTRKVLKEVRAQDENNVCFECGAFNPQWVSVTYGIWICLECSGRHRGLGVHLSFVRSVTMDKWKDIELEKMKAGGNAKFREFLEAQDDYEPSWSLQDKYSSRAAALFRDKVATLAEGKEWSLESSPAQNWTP
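Material – truncated rat Arfgap1 GAP domain · Buffer or medium – HEPES-based buffer, pH 7.5 · Reagent – human ARF1(Δ1-17)-GTP substrate · Dosing – 16.5 µM single point, 1.26% DMSO · Schedule – GTP hydrolysis reaction 2 h at 25 °C · Technique – GDP detection by fluorescence polarization · Benchmarks – No-Arfgap1 wells (100%) versus DMSO full-reaction wells (0%) · Repeats – single replicate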
PG9 Ab binder = PG9 antibody binding by small molecule; TR-FRET gp120-PG9 antibody binding; 0.43% of 360,000 active; inhibition, % at 6.7 µM; AID 624416; in the data active = inhibition above about 8.5%
ASAP1 GAP inh = inhibitors of human ASAP1 ArfGAP activity | Q9ULH1 | ASAP1-stimulated ARF1 GTP hydrolysis, GDP FP detection | inhibition, % at 16.5 µM | 0.19% of 360,000 active; in the data active = inhibition above about 25%;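 note: 0% = vehicle with enzyme and substrate and 100% = no enzyme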
GC-A act = GC-A (human) enzyme activation; 0.14% of 370,000 active; P16066; activation, % at 10 µM; HEK293 GC-A cells, cGMP TR-FRET, EC30 ANP; 0% at EC30 ANP, 100% saturating ANP; in the data active = activation above about 40%
GC-B act = GC-B (human) receptor activation | activation, % at 10 µM | 0.11% of 370,000 active | P20594 | HEK293-GC-B cells, CNP EC30, cGMP TR-FRET; 0% at EC30 CNP, 100% saturating CNP | AID 1920062;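 active = activation at 10 µM reaching about 35% in either raw or pattern-adjusted values, limit read from the data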
NR1D1 modulator = Rev-erb alpha (human) modulation | P20393 | Rev-erbα–FITC-DNA binding, fluorescence polarization, 90 min | activity, % at 10 µM | 0.79% of 370,000 active;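 active = activity above about 14%, limit read from the data; passing the limit was not always enough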;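 note: 0% = DMSO wells with 35 nM protein and 100% = DMSO wells with 750 nM protein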
Active calls of the source: *; . = not tested or not shown; & = joins results of further samples.

SMILES	rCAG RNA binder	mABHD4 FP	HTRA1 inh	SMARCA2 act	ARFGAP1 inhibitor	PG9 Ab binder	ASAP1 GAP inh	GC-A act	GC-B act	NR1D1 modulator
CCCCNS(=O)(=O)c1cccc(NC(=O)[C@@H]2O[C@H](CO)[C@@H](O)[C@H]2O)c1	2	0	.	-3	-19	-0.9	-5	3	1	-8
CC(Oc1ccc(Cl)cc1)C(=O)OCC(=O)Nc1ncc(Cl)cc1Cl (configuration not stated)	-4	6	6	-1	6	1.8	-4	-1	1	9
Cc1ccc2scc(CN3CCCC3)c2c1	-1	1	4	-2	11	0.2	10	5	-10	-5
CC(=O)Nc1ccc(S(=O)(=O)Nc2ccc(C)c([N+](=O)[O-])c2)cc1	3	2	5	-5	12	1.0	8	-3	-1	2
Cc1ccccc1C(O)c1ccncc1 (configuration not stated)	1	3	-2	3	-7	1.3	9	2	4	2
c1cc2c(cc1-c1csc(NNC3=NCCCCC3)n1)OCCO2	4	15	.	-1	0	-6.1	3	-2	-3	-7
O=C(CSc1nnc(Nc2ccccc2)s1)NCCN1C(=O)CSC1=O	-2	-6	5	-2	7	-1.0	-5	0	1	-5
CCOC(=O)N1CCC(NC(=O)c2sc3nc4n(c(=O)c3c2C)CCCC4)CC1	-2	-8	4	-2	1	0.2	-6	.	.	.
CCN(CC)c1ccc(C2C(C(=O)OCCOC(C)C)=C(C)NC3=C2C(=O)CCC3)cc1 (configuration not stated)	-5	8	-1	-1	0	0.9	9	-3	-1	6
COc1cc(/C=C(\C(=O)O)c2ccc(S(=O)(=O)N3CCCC3)s2)cc(OC)c1	26	10	-3	-3	16	-0.1	-8	-1	-4	2
O=S(=O)(Nc1ccc(-c2cnco2)cc1)c1ccccc1	1	1	-6	0	-1	-1.4	-2	4	1	3
Cc1cc(C)c(S(=O)(=O)N2CCCCC2)c(C)c1N(C)S(=O)(=O)c1ccc(Cl)cc1	3	5	-27	-2	-6	-1.6	10	-5	0	4
CCOc1ccccc1CN1CCNC(=O)C1CC(=O)NCc1ccccn1 (configuration not stated)	-3	-6	-3	0	-7	-0.3	-4	0	4	0
CC(=O)c1ccc(NC(=O)NNS(=O)(=O)c2ccc([N+](=O)[O-])cc2)cc1	2	-10	-2	-2	7	-2.2	7	-3	1	-4
CCc1cc(C(=O)N2CCCC(CCC(=O)N3CCN(c4ccccn4)CC3)C2)no1 (configuration not stated)	-7	1	1	-6	-2	-1.0	3	1	-2	1

Structural class: the compounds so far containing a thiophene ring, fused or not.
SMILES	rCAG RNA binder	mABHD4 FP	HTRA1 inh	SMARCA2 act	ARFGAP1 inhibitor	PG9 Ab binder	ASAP1 GAP inh	GC-A act	GC-B act	NR1D1 modulator
Cc1ccc2scc(CN3CCCC3)c2c1	-1	1	4	-2	11	0.2	10	5	-10	-5
CCOC(=O)N1CCC(NC(=O)c2sc3nc4n(c(=O)c3c2C)CCCC4)CC1	-2	-8	4	-2	1	0.2	-6	.	.	.
COc1cc(/C=C(\C(=O)O)c2ccc(S(=O)(=O)N3CCCC3)s2)cc(OC)c1	26	10	-3	-3	16	-0.1	-8	-1	-4	2

(further entries)
SMILES	rCAG RNA binder	mABHD4 FP	HTRA1 inh	SMARCA2 act	ARFGAP1 inhibitor	PG9 Ab binder	ASAP1 GAP inh	GC-A act	GC-B act	NR1D1 modulator
Cn1ncc(Cl)c1C(=O)Nc1cccnc1	0	0	0	1	-10	1.7	-4	4	1	-3
Cc1cccc(-n2nc3c(c2NC(=O)CCCl)CSC3)c1	10	-5	-37	-4	-5	-2.4	-2	-4	-3	-4
Cc1c(NC(=O)CN2CC(C)OC(C)C2)c(=O)n(-c2ccccc2)n1C (configuration not stated)	0&-2	0&7	0&-2	3&-3	-3&-1	0.1&0.4	2&10	2&-1	2&0	9&3
CC(=O)Nc1ccc(NC(=O)COc2cc(C)cc3oc(=O)cc(C)c23)cc1	1	10	2	-1	4	2.3	2	2	-2	0
CCc1nc(N)nc2c1C(=O)CC(C)(C)C2	-1	-4	6	2	-5	-1.1	6	-2	-4	-2
CCc1ccc(-c2nc(CS(=O)CC(=O)NCc3ccc4c(c3)OCO4)c(C)o2)cc1 (configuration not stated)	2	-4	-10	-1	-7	-1.2	-6	7	1	1
Cc1nc(CS(=O)(=O)c2ccccc2)cc(N2CCOCC2)n1	1	-3	-3	1	4	-2.5	7	6	-2	-6
C[C@H](CO)N1C[C@H](C)[C@H](CN(C)C)Oc2ccc(NS(=O)(=O)c3ccc(F)cc3)cc2CC1=O	-5	6	-12	1	2	0.1	4	0	4	4
C[C@@H]1CN([C@@H](C)CO)C(=O)CCCn2nncc2CO[C@@H]1CN(C)S(=O)(=O)c1cn(C)cn1	3	1	5	-5	0	-2.5	1	-2	2	1
O=c1cc(C(F)(F)F)c2sc(N3CCCCC3)nc2[nH]1	5	7	2	2	9	-9.3	3	2	-5	8
CC(=O)c1sccc1NC(=O)CC(C)(C)CC(=O)O	-2	-2	.	-3	7	-2.7	1	-3	-4	1
CCOC(=O)CN(C(=O)CSc1nnc(COc2ccc(OC)cc2)n1CC)c1ccccc1	-10	2	4	1	-5	1.6	7	-8	-6	-7
CN(C)NC(=S)Nc1ccc(S(=O)(=O)N2CCCCC2)cc1	-2	7	8	1	-6	0.2	4	1	8	-4
CCOC(=O)C1CCN(C(=O)c2ccc3c(SCC(=O)O)c4c(nc3c2)CCCC4)CC1	5	1	-12	-4	0	2.4	-2	2	2	-2
N#CCCN(C(=O)COC(=O)c1cccc(S(=O)(=O)Nc2ccc([N+](=O)[O-])cc2)c1)c1ccccc1	77*	6	-3	1	0	1.7	2	3	-3	0
O=C(NCCN1CCCCCC1)C1CCN(S(=O)(=O)N2CCOCC2)CC1	0	-4	4	1	1	2.1	6	0	2	0
COC(=O)c1cc(C(=O)OCC(=O)c2ccc3c(c2)NC(=O)CO3)cc([N+](=O)[O-])c1	5	5	-1	-2	8	0.5	-3	1	5	8
CCOc1ccccc1C(=O)N[C@H](C(=O)OCC(=O)Nc1nnc(-c2ccccc2)o1)C(C)C	12	-1	-3	3	-10	-1.4	4	-2	6	-4
CCOc1cccc2sc(=NC(=O)c3ccc(S(=O)(=O)N4CCOCC4)cc3)n(C)c12	-1	-1	2	-4	3	-2.1	18	3	3	30*
COc1ccc(Cl)cc1-c1nc(SCC(=O)NC(C)C)n[nH]1	-2	0	10	0	-3	0.1	0	-2	-4	-3
COc1ccccc1NC(=O)Nc1nc2ccc(S(N)(=O)=O)cc2s1	18	-49	-88	10*	11	5.7	-2	-2	-2	4
O=C1CC(N2CCN(S(=O)(=O)c3ccc(Cl)cc3)CC2)C(=O)N1CCc1ccccc1 (configuration not stated)	-3	-3	-2	-2	-9	-1.0	-2	2	0	1
CCc1noc(C)c1C(=O)N(C)CC(=O)Nc1ccc(Br)cc1C	-4	41*	-2	-2	1	0.0	-15	4	3	-4
Cc1ccc(S(=O)(=O)N(Cc2cc3ccc(C)cc3[nH]c2=O)c2ccccc2)cc1	-2	0	5	-2	14	1.3	-5	-4	1	9
O=C(Nc1ccc(F)cc1F)NC1CCN(Cc2c(F)cccc2Cl)CC1	-5	2	-5	-2	-7	-1.6	3	2	-4	1
Nc1ccc(S(=O)(=O)NC2(C(F)(F)F)NC(=O)N(c3ccccc3F)C2=O)cc1 (configuration not stated)	1	1	2	1	0	0.6	5	1	5	7
Cc1ccc(-c2cc(C(=O)N/N=C/c3cccnc3)n[nH]2)o1	2	-4	-9	-1	12	-0.8	20	1	2	-2
CCOC(=O)C1CCCN(c2c(NCC3CCCO3)c(=O)c2=O)C1 (configuration not stated)	-1	1	1	-2	2	0.1	9	-2	2	1
COc1ccc(CNC(=O)COc2ccc(C(=O)c3ccc(F)cc3)cc2)cc1	-4	1	-8	-2	6	-2.4	-2	-4	0	1
Cc1csc(/N=C/c2ccc([N+](=O)[O-])cc2)n1	9	3	5	0	11	-0.7	8	0	2	0
Cc1ccc(C2CC(c3cccs3)=NN2S(=O)(=O)c2ccc(C)cc2)cc1 (configuration not stated)	3	-7	-18	0	-4	-2.6	-18	-2	1	3
CCC1CCCCN1CC(=O)Nc1ccc2c(c1)OCCO2 (configuration not stated)	-2	6	1	2	-2	-2.2	7	1	-1	0
S=C1SCN(Cc2cccnc2)CN1Cc1cccnc1	-5	2	6	12*	4	-2.1	1	4	5	8
COc1ccc(-c2cc(C(=O)NN=Cc3ccc(C)s3)[nH]n2)cc1	7	-14	.	-2	.	.	.	-6	-1	-5
Cc1cc(O)cc(C)c1NS(=O)(=O)c1ccc2ccccc2c1	2	-16	-23	-3	-4	-1.9	4	3	-1	-3
CCCCOc1ccc([N+](=O)[O-])cc1C(=O)O	-1	6	-2	-5	8	-1.4	-3	3	2	-5
CCCc1sc(C(=O)Nc2nnc(C3CC3)s2)cc1CC	1	-5	-8	-2	3	0.5	-4	-4	-1	5
Cc1ccccc1NC(=S)N(CCCN1CCOCC1)Cc1cccnc1	-4	4	5	0	3	0.4	-4	-1	2	-4
COc1cccc(N=Cc2ccc(O)cc2O)c1	22	6	11	1	9	-0.9	16	1	-3	11
Cc1cc(-c2nnc(SCC(=O)NC3CC3)n2C(C)C)cs1	-1	4	2	1	6	-0.3	11	-1	3	-3
Cc1c(-c2cccc(Cl)c2)nc2ccccc2c1C(=O)OCC(=O)Nc1ccc2c(c1)OCO2	9	-4	-38	0	12	0.4	11	7	8	5
CCC(=O)N1CCc2cc(S(=O)(=O)CCC(=O)Nc3cccc(C)n3)ccc21	-1	-6	1	-2	-8	0.4	1	1	2	-4
Fc1cccc(Cc2c(-c3cccc(Cl)c3)nc3c(Cl)cc(C(F)(F)F)cn23)c1	5	-13	.	-2	7	0.4	6	-2	-3	-3
S=c1[nH]nc(-c2ccco2)n1Cc1ccccc1	4	8	-1	1	15	-0.8	20	1	4	0
C=CCn1c(C)csc1=Nc1ccccc1C	-6	8	0	4	-1	-1.2	7	0	4	13
CC(=O)c1cccc(CN2CCN(Cc3ccccc3)C(CCO)C2)c1 (configuration not stated)	-6	-3	-2	0	0	1.5	13	6	-1	-10
COc1ccc(CNC(=O)C2CC(O)CN2C(=O)Nc2ccccc2)cc1 (configuration not stated)	-2	4	-16	-2	2	0.1	0	4	3	-1
CCN(CC)S(=O)(=O)c1ccc(/C=C/C(=O)OCC#N)cc1	-3	-3	7	-5	-8	-2.4	-27	3	0	1
O=C(NC1CCCCCC1)c1cccnc1Sc1ccccc1	-6	-1	-6	-1	-8	2.3	20	0	0	8
Cc1ccc(S(=O)(=O)N2CCOCC2)c(C)c1NS(C)(=O)=O	1	-4	5	-1	-3	0.4	4	6	2	1
COc1cccc(-c2nc(CS(=O)(=O)CC(=O)Nc3ccc(C(C)=O)cc3)c(C)o2)c1	6	-1	-15	-2	-7	-0.9	1	-5	3	-2

NR1D1 modulator: entries above that show a hit.
structure | HTRA1 inh | SMARCA2 act | ARFGAP1 inhibitor | PG9 Ab binder | ASAP1 GAP inh | GC-A act | GC-B act | NR1D1 modulator
CCOc1cccc2sc(=NC(=O)c3ccc(S(=O)(=O)N4CCOCC4)cc3)n(C)c12 | 2 | -4 | 3 | -2.1 | 18 | 3 | 3 | 30*
